Tat transport: blocks Tat-dependent protein export in E. coli; E. coli MC4100 TorA-mCherry Tat export, fluorescence; inhibition, % at 10 µM; 340,000 compounds, 0.036% hits;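 active = mean replicate inhibition at least 50% and at least half of replicates individually reaching 50%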;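 note: exported cargo escapes ClpAP degradation while cytoplasmic cargo is degraded and loses fluorescence; 0% = median of neutral control wells and 100% = median of NaSCN control wells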
dFosB act: activators of mouse delta FosB homodimer; P13346; purified delta FosB, TAMRA-CDK5 oligo fluorescence polarization; percent of positive-control signal above neutral wells; activation, % at 25 µM; 340,000 compounds, 0.99% hits; AID 493131;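 active = mean activation above about 17%, with every replicate also reaching it, limit read from the data, passing the limit was not always enough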;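 note: fluorescence polarization rise as delta FosB binds a TAMRA Cdk5 AP-1 oligo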
Target sequence (P13346 whole entry, looked up): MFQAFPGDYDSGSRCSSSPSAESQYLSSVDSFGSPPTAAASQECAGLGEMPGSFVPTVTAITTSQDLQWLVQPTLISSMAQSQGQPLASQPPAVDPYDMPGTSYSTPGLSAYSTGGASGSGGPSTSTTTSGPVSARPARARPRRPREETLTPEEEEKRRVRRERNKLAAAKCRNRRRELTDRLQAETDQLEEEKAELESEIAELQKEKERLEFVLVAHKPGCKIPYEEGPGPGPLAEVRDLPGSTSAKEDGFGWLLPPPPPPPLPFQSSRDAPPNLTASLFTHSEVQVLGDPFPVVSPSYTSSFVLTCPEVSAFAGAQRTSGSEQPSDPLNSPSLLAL
CAL PDZ FP-1: inhibitors of human CAL PDZ peptide binding; inhibition, % at 20 µM; AID 504414; Q9HD26; 330,000 compounds, 0.02% hits; purified CAL PDZ, TMR-peptide fluorescence polarization, 1 h;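 active = highest replicate inhibition of at least 40%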;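 note: plate controls were DMSO neutral control wells for no effect and unlabeled competitor peptide control wells for full effect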
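Control set: unlabelled peptide and DMSO controls / Material: purified CerCALP PDZ construct / Timing: 1 h incubation at room temperature before polarization reading / Doses: 20 µM, one dose / Detection: fluorescence polarization (mP)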
MITF TRPM1 HTS: MITF TRPM1 promoter activation in melanoma cells; SK-MEL-5 TRPM1-promoter luciferase, 24 h; % of positive control, neutral wells = 0; activation, % at 12.5 µM; 300,000 compounds, 0.75% hits; AID 588334;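 active = mean activation of at least 80% with every replicate also reaching 80%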;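 note: 0% = neutral control wells and 100% = parthenolide positive control wells; values of inactives mirror those of a sister screen read the other way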
V-ATPase pHluor: regulators of yeast V-ATPase proton transport | S. cerevisiae, pHLuorin cytosolic pH fluorescence | response, % at 10 µM | 350,000 compounds, 0.37% hits | AID 504577; in the data active = response mostly above about 7.3%, no sharp cut-off; inactive = mostly below about 5.4%; note: actives read high; inactives centre near 0; some compounds called inactive have numbers as strong as hits
Wnt act: activators of Wnt/beta-catenin signaling | Wnt/beta-catenin reporter cell assay, activator, plate reader | activation, % at 9.35 µM | AID 743398 | 300,000 compounds, 1.2% hits; in the data active = activation above about 30%, passing the limit was not always enough;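 note: 0% = neutral control wells and 100% = positive control wells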
Rtt109 Vps75: inhibitors of Candida albicans Rtt109/Vps75 histone acetyltransferase; Q5AAJ8; purified Rtt109/Vps75, ThioGlo CoA-SH fluorescence, 4 h; inhibition, % at 34.9 µM; 330,000 compounds, 0.16% hits; AID 540336;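 active = inhibition of at least 50% in every replicate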
Target sequence (Q5AAJ8 whole entry, looked up): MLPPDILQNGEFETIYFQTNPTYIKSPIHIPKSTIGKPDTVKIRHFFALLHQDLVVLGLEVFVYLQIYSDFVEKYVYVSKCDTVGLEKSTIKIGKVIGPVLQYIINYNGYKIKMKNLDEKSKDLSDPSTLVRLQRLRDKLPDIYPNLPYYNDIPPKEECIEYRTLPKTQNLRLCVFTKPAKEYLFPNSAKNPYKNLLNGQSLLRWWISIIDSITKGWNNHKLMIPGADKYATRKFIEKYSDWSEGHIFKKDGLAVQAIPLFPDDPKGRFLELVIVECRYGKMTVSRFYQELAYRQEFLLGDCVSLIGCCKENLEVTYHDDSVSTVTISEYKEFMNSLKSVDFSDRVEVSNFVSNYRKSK
cardiac RTF act: increases calcium sensitivity of human cardiac regulated thin filaments | 340,000 compounds, 0.24% hits | IANBD-labeled TnC RTF fluorescence at EC20 calcium; 0% EC20 calcium, 100% full calcium | AID 493008 | activation, % at 7.2 µM;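 active = activation above the mean over all tested compounds plus 3 SD, cut at about 30% in these data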;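 note: rise in fluorescence read as greater calcium sensitivity of cardiac thin filaments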
CAL PDZ FP-2: inhibitors of human CAL PDZ peptide binding | purified CAL PDZ, TMR-peptide fluorescence polarization, 1 h | AID 602252 | inhibition, % at 24.9 µM | 300,000 compounds, 0.92% hits | Q9HD26;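 active = mean inhibition of at least 30% with at least half of replicates also reaching 30%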;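 note: 0% = DMSO neutral control and 100% = excess unlabeled competitor peptide PRC23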
CDK5 inh: inhibitors of human CDK5/p35 kinase; Q00535+Q15078; Recombinant CDK5/p35, ADP-Glo luminescence, 60 min; inhibition, % at 10 µM; 330,000 compounds, 0.01% hits; AID 488839;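 active = highest replicate inhibition of at least 50% and at least 75% of replicates reaching 50%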;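 note: plate controls were DMSO neutral control for no effect and GW8510 at 10 µM for full effect; many of its hits are not listed in these tables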
Active calls of the source: *; x = no result given; & = joins results of further samples.

SMILES	Tat transport	dFosB act	CAL PDZ FP-1	MITF TRPM1 HTS	V-ATPase pHluor	Wnt act	Rtt109 Vps75	cardiac RTF act	CAL PDZ FP-2	CDK5 inh
CC(=O)c1cccc(NC(=O)CSc2ccc(-c3ccc4c(c3)OCO4)nn2)c1	-4	15	-0.1	64	2	4	1	3	2	0.4
CCc1c(C)sc2nc(SCC(=O)Nc3cc(C)on3)n(CCOC)c(=O)c12	-7	4	-1.2	15	0	x	-6	0	-5	0.8
COc1ccc(-c2nnn(CCc3nn[nH]n3)n2)cc1	22	-6	-2.4	-5	3	x	-7	7	2	-1.9
COc1ccc(C(=O)NC(=S)Nc2ccc(S(=O)(=O)Nc3cc(C)on3)cc2)cc1OC	1	-8	-2.8	-21	1	3	-3	9	-8	1.2
O=C(O)CCN1C(=O)C(=C2CCCCCC2)SC1=S	-9	-5	-0.6	-4	0	x	3	2	7	0.3
COc1ccc(-c2cc(=O)c3c(C)cc(O)cc3o2)cc1	4	-8	-6.2	75	1	67*	2	0	-6	2.9
COCCNC(=O)C1CCN(C(=O)C2CC(=O)N(c3ccc(C)cc3)C2)CC1 (stereo unspecified)	-10	-6	-2.7	-4	8	0	7	-6	-5	-0.8
c1nnn(C23CC4CC(CC(C4)C2)C3)n1	-1	3	-1.0	7	-2	x	-2	-5	-1	-1.0
O=C(NNC(=O)c1cc(Br)c(Br)s1)c1ccncc1	-5	-1	0.0	9	9	0	-4	0	-2	0.3
CCN(C(=O)Cc1c(C(=O)O)n(C)c2ccccc12)c1ccc(F)cc1	-4	1	-0.2	12	-4	0	14	x	-5	0.0
CCc1onc(C)c1C(=O)Nc1ccc(N2CCOCC2)cc1	7	2	-2.0	4	2	-3	3	1	x	-0.7
Cc1ccc(OCC(O)CN2CCN(CC(O)COc3ccc(C)cc3)CC2)cc1 (stereo unspecified)	-6	-3	0.2	-4	1	-1	0	4	-3	0.0
CC1(C)CC(N(Cc2cccs2)C(=O)c2ccco2)CCO1 (stereo unspecified)	-3	1	-0.5	3	-1	x	-8	-3	-4	-0.3
O=C(N/C(=C\c1ccc([N+](=O)[O-])cc1)C(=O)N1CCOCC1)c1ccco1	7	5	-0.3	-19	1	-2	0	-1	x	-0.8
Cc1ccc(-c2cc(C(=O)N/N=C/c3c[nH]c4ccccc34)[nH]n2)cc1	3	13	-0.2	11	-2	9	-9	2	0	2.8
Cc1ccc(S(=O)(=O)N2CCOC2CNC(=O)C(=O)NCCc2ccc(S(N)(=O)=O)cc2)cc1 (stereo unspecified)	5	1	0.2	-11	-1	9	x	12	-1	0.1
CCOc1cc(NC(=S)NCCCN2CCOCC2)c(OCC)cc1NC(=O)C1CC1	4	7	-0.1	-13	2	x	7	9	-2	-0.8
CS(=O)(=O)N(CC(=O)N/N=C/c1ccc(OCC(=O)N2CCOCC2)cc1)c1ccccc1Cl	1	-2	-1.7	17	1	-1	-3	-5	-4	3.5
CCc1cc2c(=O)n(CC)c(SC(C)C(=O)Nc3c(C)n(C)n(-c4ccccc4)c3=O)nc2s1 (stereo unspecified)	1	-3	x	-10	-4	x	-3	-2	4	-1.1
COc1ccc(OC)c2[nH]c(=O)c(CCNC(=O)c3cccs3)cc12	-8	-12	-0.8	7	2	-5	-2	1	0	-2.9

Two records picked at random from the list so far:
SMILES	Tat transport	dFosB act	CAL PDZ FP-1	MITF TRPM1 HTS	V-ATPase pHluor	Wnt act	Rtt109 Vps75	cardiac RTF act	CAL PDZ FP-2	CDK5 inh
CC(=O)c1cccc(NC(=O)CSc2ccc(-c3ccc4c(c3)OCO4)nn2)c1	-4	15	-0.1	64	2	4	1	3	2	0.4
O=C(O)CCN1C(=O)C(=C2CCCCCC2)SC1=S	-9	-5	-0.6	-4	0	x	3	2	7	0.3

Further records:
SMILES	Tat transport	dFosB act	CAL PDZ FP-1	MITF TRPM1 HTS	V-ATPase pHluor	Wnt act	Rtt109 Vps75	cardiac RTF act	CAL PDZ FP-2	CDK5 inh
CN(C)CCCN1c2ccccc2Sc2ccc(C(F)(F)F)cc21	-4	0	0.5	12	-3	0&-3	9	2	-2	-1.9
COc1ccccc1C(=O)C1CCCN(C(=O)CSc2ccccn2)C1 (stereo unspecified)	9	-4	1.0	-5	-1	-1	17	2	9	0.3
N#C/C(=C\c1cccc([N+](=O)[O-])c1)c1ccccn1	-9	4	0.4	13	-2	3	13	-2	x	1.1
CC1CCC2(CC1)NC(=O)N(CC(=O)Nc1ccc3c(c1)CCC3)C2=O (stereo unspecified)	-2	-12	-1.9	22	-2	-5	-10	-2	-3	-0.2
C[C@H](CO)N1C[C@H](C)[C@@H](CN(C)S(=O)(=O)c2cn(C)cn2)Oc2c(NS(=O)(=O)c3ccccc3)cccc2C1=O	-3	-6	-0.5	6	2	2	-5	8	-2	0.1
COCCN(C(=O)CC1C(=O)NCCN1CC(c1ccccc1)c1ccccc1)C(C)C (stereo unspecified)	-4	-8	0.4	-4	2	-3	20	-1	5	-1.1
Cc1cc(C)c(C#N)c(SCc2cc3c(cc2Cl)OCO3)n1	-8	0	-1.5	-9	6	-1	23	-12	-1	0.6
COC(=O)c1ccc(NCC(=O)c2ccccc2)cc1	0	3	0.2	146*	-4	x	-2	-7	-2	3.9
CN(c1ccc(C(=O)N2CCCCC2)cc1)S(=O)(=O)c1ccccc1	5	-1	-0.2	-9	-1	x	-7	-7	4	1.5
O=C(NC(=S)N1CCN(Cc2ccccc2)CC1)c1ccccc1	-10	7	0.2	-13	5	x	3	1	-1	0.4
CCC(C)Sc1nc2c(cnn2-c2ccc(F)cc2)c(=O)[nH]1 (stereo unspecified)	-12	-2	-1.0	-8	-2	1	-2	2	-3	0.5
CCOC(=O)C1=C(C)N=C2SC(C(=O)OC)=CC(=O)N2C1c1ccc(OC)cc1 (stereo unspecified)	12	-5	0.1	1	-3	1	1	-1	-1	-1.1
CN(Cc1ccc2ccccc2c1)C(=O)c1ccc(C(F)(F)F)cc1	9	1	-2.7	15	-2	1	4	-7	-2	1.2
Cc1ccc(N2C(=O)C3C4CC(=O)C(c5ccccc54)C3C2=O)cc1C (stereo unspecified)	-9	-2	-0.6	6	3	-1	1	3	-1	-3.2
CCN(CC(=O)Nc1c(F)cccc1F)C(=O)c1ccc(S(=O)(=O)N2CCC(C)CC2)cc1	-4	-8	-1.2	-2	-1	1	2	2	-2	0.4
O=C(NN1C(=O)C2C3C=CC(C3)[C@H]2C1=O)c1cccnc1 (stereo partly specified)	-9	-1	-0.3	-4	2	-3	2	1	-2	-2.3
O=C(N/N=C/c1c[nH]c2ccccc12)c1cc2ccccc2o1	5	-9	1.8	18	-2	6	4	1	2	0.7
NC(CC(=O)O)c1ccc(Br)cc1 (stereo unspecified)	-15	3	-1.8	3	-2	0	2	5	-1	-0.8
CCCC(=O)N1c2ccccc2NC2=C(C(=O)CCC2)C1c1ccc(F)cc1 (stereo unspecified)	-3	-6	-1.7	7	1	-3	27	0	-6	-2.6
N#CCCn1nc2c(c1N)CCC2	1	-8	0.4	-8	2	-1	1	-5	-1	-0.8
CCc1cccc(N(C)C(N)=Nc2cccc3ccccc23)c1	1	0	-0.7	-4	3	0	-2	5	-3	-1.5
Cc1ccc(C)c(OCCCCn2ccnc2)c1	-2	-9	0.3	-1	-1	-7	5	-4	-1	0.3
CCOC(=O)c1c(-c2ccccc2)csc1NC(=O)CSc1nncs1	5	3	-4.0	-6	3	x	-6	3	-1	-2.6
CCCCC(=O)N/N=C(\C)c1cccc(NC(=O)C2CC2)c1	0	-2	0.2	-3	-1	1	-9	2	-1	x
O=C(CSCCc1ccccn1)Nc1cccnc1Cl	23	1	-2.1	-5	2	x	-8	6	0	-4.2
O=c1c2ccccc2nc2sc(Nc3ccc(F)cc3)nn12	0	-17	-0.7	51	-7	29	8	0	-3	0.9
N#CCc1cnc2ccccc2n1	-1	-25	1.1	-6	5	2	7	3	-6	-1.3
Cc1nnc(NC(=O)c2ccc(C)c(S(=O)(=O)N3CCOCC3)c2)s1	2	-14	-1.8	4	5	-11	-5	9	-1	-0.7
O=C1CCc2cc(S(=O)(=O)N3CCC(C(=O)NC4CCCC4)CC3)ccc2N1	1	2	-0.2	7	0	1	1	0	x	1.3
CCC(OC(=O)c1ccco1)C(=O)NCc1ccc(OC)cc1 (stereo unspecified)	3	-1	-4.3	6	-1	2	-17	3	-5	-0.5
COC(=O)c1cccc(S(=O)(=O)N2CCC(c3nc4ccccc4o3)CC2)c1	-3	-6	-0.8	-12	-5	-2	4	-7	-2	1.5
CCN(CC)CCCCCC(=O)Nc1ccccc1C(=O)Nc1ccccc1	-2	6	0.3	-14	6	-1	3	1	-8	-0.4
Nc1nc(-c2ccc(F)cc2)cc(C(F)(F)F)n1	-2	3	-2.6	x	7	-2	10	-12	-4	2.7
CCS(=O)(=O)N1Cc2ccccc2CC1C(=O)Nc1cccc(C)c1 (stereo unspecified)	-3	-3	-0.2	22	1	20	-5	2	1	0.9
N#Cc1cccc(S(=O)(=O)NNC(=O)C23CC4CC(CC(C4)C2)C3)c1	-1	-2	0.1	-6	7	-7	2	-4	-2	-1.4
Cn1cccc1C(=O)NC(=O)COC(=O)Cc1coc2ccc3ccccc3c12	-1	-8	-3.7	x	4	-4	28	5	-4	-0.3
CN(C)CCCN(C(=O)c1ccco1)c1nc2ccc(Br)cc2s1	-5	-31	-11	28	0	24	12	0	-5	-0.6
Cc1ccccc1C(=O)NC[C@@H]1CCCN2CCCC[C@H]12	-9	5	0.0	-1	2	4	-5	5	-6	0.1
O=C1CN(C(=O)COC(=O)c2ccccc2NC(=O)c2ccco2)c2ccccc2N1	2	-24	-1.5	x	3	-6	-1	5	-5	-0.8

In the list so far, 8 contain fluorine:
SMILES	Tat transport	dFosB act	CAL PDZ FP-1	MITF TRPM1 HTS	V-ATPase pHluor	Wnt act	Rtt109 Vps75	cardiac RTF act	CAL PDZ FP-2	CDK5 inh
CCN(C(=O)Cc1c(C(=O)O)n(C)c2ccccc12)c1ccc(F)cc1	-4	1	-0.2	12	-4	0	14	x	-5	0.0
CN(C)CCCN1c2ccccc2Sc2ccc(C(F)(F)F)cc21	-4	0	0.5	12	-3	0&-3	9	2	-2	-1.9
CCC(C)Sc1nc2c(cnn2-c2ccc(F)cc2)c(=O)[nH]1 (stereo unspecified)	-12	-2	-1.0	-8	-2	1	-2	2	-3	0.5
CN(Cc1ccc2ccccc2c1)C(=O)c1ccc(C(F)(F)F)cc1	9	1	-2.7	15	-2	1	4	-7	-2	1.2
CCN(CC(=O)Nc1c(F)cccc1F)C(=O)c1ccc(S(=O)(=O)N2CCC(C)CC2)cc1	-4	-8	-1.2	-2	-1	1	2	2	-2	0.4
CCCC(=O)N1c2ccccc2NC2=C(C(=O)CCC2)C1c1ccc(F)cc1 (stereo unspecified)	-3	-6	-1.7	7	1	-3	27	0	-6	-2.6
O=c1c2ccccc2nc2sc(Nc3ccc(F)cc3)nn12	0	-17	-0.7	51	-7	29	8	0	-3	0.9
Nc1nc(-c2ccc(F)cc2)cc(C(F)(F)F)n1	-2	3	-2.6	x	7	-2	10	-12	-4	2.7
